Bioassay records as filed in PubChem.
PhoP GFP inhibition: PhoP regulon inhibitors, Salmonella typhi PhoP promoter GFP reporter, confirmatory (AID 1850) | Salmonella Typhi PhoP-promoter GFP reporter, fluorescence, 4 h; higher % means a stronger effect | one-dose inhibition, % at 50 µM; IC50 in µM for titrated hits | 0.33% of 310,000 active; in the data active = a potency from the dose series; inconclusive = inhibition mostly from about 25% at the one dose, without a potency; inactive = the rest, 99 in 100 with inhibition below about 19%;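 also: 0% = induced wells with vehicle and 100% = uninduced wells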
tuberculosis growth: growth inhibition of non-replicating M. tuberculosis (AID 488890) | 0.39% of 320,000 active | Mycobacterium tuberculosis non-replicating, growth inhibition; higher % means a stronger effect | inhibition, % at 25 µM, or IC50 in µM where a hit was titrated; in the data active = a potency from the dose series; inconclusive = inhibition mostly from about 82% at the one dose, without a potency; inactive = the rest, 99 in 100 with inhibition below about 76%;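 also: plate controls were DMSO cells for no effect and high antibiotic wells for full effect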
H1N1 NS1A inhibition: H1N1 influenza NS1A inhibitors, functional cell based assay (AID 504329). NS1A functional cell-based assay, percent inhibition; higher % means a stronger effect. inhibition, % at 12.5 µM, or IC50 in µM where a hit was titrated. 0.3% of 340,000 active; in the data active = a potency from the dose series; inconclusive = inhibition above about 27% without an active follow-up result; also: strong numbers were not always called active
inhibitors of VEEV: inhibitors of VEEV TC-83 cytopathic effect, confirmation, Vero cells (AID 588727); Vero cells, VEEV TC-83 cytopathic effect inhibition; higher % means a stronger effect; inhibition, % at 20 µM; hits with a dose series show IC50 in µM; 0.13% of 350,000 active; in the data active = a potency from the dose series; inconclusive = inhibition mostly from about 14% at the one dose, without a potency; inactive = the rest, 99 in 100 with inhibition below about 12%; also: strong numbers were not always called active
M. tuberculosis HTS: M. tuberculosis growth inhibition, HTS (AID 449762); inhibition, % at 25 µM; hits with a dose series show IC50 in µM; 0.59% of 330,000 active; M. tuberculosis H37Rv growth inhibition, 7H9 media; higher % means a stronger effect; in the data active = a potency from the dose series; inconclusive = inhibition above about 70% without an active follow-up result;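 also: bacterial growth assessed after seven days of incubation; strong numbers were not always called active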
inhibitors of VEEV 10K pilot screen: further read-out of inhibitors of VEEV, marked with its call; inhibition, %; measured here: 10K pilot screen inhibition
Active calls of the source: *; i = inactive; ? = inconclusive; . = not tested or not shown.

SMILES	PhoP GFP inhibition	tuberculosis growth	H1N1 NS1A inhibition	inhibitors of VEEV	M. tuberculosis HTS	others
COC(=O)[C@]1(C)N[C@H](CN(C)C(=O)c2ccc(C)cc2)[C@@H]2C(=O)N(Cc3ccccc3)C(=O)[C@@H]21	.	4%	-12%	i	1%
CC(=O)c1c(C(C)=O)c(C)n(NC(=O)c2ccncc2)c1C	-6%	-1%	-6%	1.9%	-5%
CN(C)CC(C)(C)CNS(=O)(=O)c1cccc2nsnc12	-6%	3%	-5%	1.7%	-13%
Cc1c(NC(=S)NC(=O)c2ccc(COc3ccccc3)cc2)cccc1C(=O)O	-12%	34%	0%	11%	-1%
Cc1ccc(NC(=O)c2cccc3ccccc23)cc1	-5%	5%	-7%	0.4%	3%
CC1(c2ccc([N+](=O)[O-])cc2)NC(=O)N(CC(=O)c2ccc3c(c2)OCO3)C1=O (stereo not given)	0%	33%	-11%	2.0%	-4%
COc1ccc(CNCC(O)(c2ccccc2)c2ccc(F)cc2)cc1OC (stereo not given)	4%	-7%	-4%	i	1%
Cc1cc(N2C(=O)C(O)=C(C(=O)c3ccco3)C2c2cccc(O)c2)no1 (stereo not given)	6%	15%	-3%	2.3%	4%
Cc1cnc(C(=O)OCC(=O)Nc2ccccc2-c2ccccc2)cn1	.	3%	-5%	i	-10%
O=[N+]([O-])c1ccccc1N=Nc1ccc(O)cc1	-5%	30%	12%	1.9%	35%
COc1ccc(S(=O)(=O)N2CCC(C(=O)NCCCn3ccnc3)CC2)cc1C	2%	-5%	3%	1.1%	-8%
CCCCc1ccc(NC(=O)CSc2nnc(CNC(=O)c3ccco3)o2)cc1	1%	54%	-11%	1.3%	?
COC(=O)Cc1cccc2c(=O)c3ccccc3oc12	-14%	8%	-1%	i	3%
O=C(CSc1nnc(Cn2nnc3ccccc32)o1)N(Cc1ccc(Cl)cc1)c1ccccc1	-9%	.	2%	4.4%	-2%
CCOC(=O)C1=C(C)n2c(s/c(=C/c3cccc([N+](=O)[O-])c3)c2=O)=NC1c1ccc(O)c(OC)c1 (stereo not given)	-3%	.	>100µM*	i	.
COc1cc(NC(C)CCCN)c2ncccc2c1 (stereo not given)	-9%	?	9%	1.0%	9.1µM*
CCNC(=O)C/C(C)=N/NC(=O)C(=O)Nc1ccc(CC)cc1	3%	64%	-12%	2.3%	?
CS(=O)(=O)c1ccc2nc(NC(=O)c3ccco3)sc2c1	-7%	.	4%	1.3%	-11%
CCN(CC)S(=O)(=O)c1ccc2oc(C(=O)NCc3ccc(F)cc3)c(C)c2c1	2%	31%	4%	5.2%	5%
O=C(NCCC1=CCCCC1)c1ccc2c(=O)n3c(nc2c1)CCCCC3	15%	.	4%	9.5%	7%
CCCc1nc(SCC(=O)N2c3ccccc3CC2C)c2c(C)c(C)sc2n1 (stereo not given)	-8%	-11%	0%	?	-10%
CN1CCN(c2nnc(-c3ccc(F)cc3)c3ccccc23)CC1	-1%	5%	3%	i	4%
CCCSc1nsc(NC(=O)CC)n1	4%	19%	1%	7.6%	-1%
CCCCCn1c(=O)c(C(=O)NCc2ccc(Cl)cc2)c(O)c2ccccc21	-7%	11%	-3%	0.5%	36%
Cc1ccc(-n2nnnc2SC(C)C(=O)Nc2ccccc2-c2ccccc2)cc1 (stereo not given)	-8%	19%	5%	0.7%	4%
CNC(=O)c1ccccc1NC(=O)c1ccco1	-12%	-34%	-6%	i	-5%
COCCn1c(SCC(=O)NCC(c2ccccc2)N(C)C)nc2sc3c(c2c1=O)CCC3 (stereo not given)	.	.	-1%	1.3%	.
CCOc1ccc(-c2cccc(NC(=O)c3ccco3)c2)nn1	6%	-6%	0%	9.1%	9%
Cn1c(C(=O)N2CCC(C(N)=O)CC2)cc2c(=O)n(C)c3ccccc3c21	6%	-7%	-7%	i	-4%
CCc1c(C(=O)N/N=C/c2ccc(OCc3ccc(F)cc3)c(OC)c2)nnn1-c1nonc1N	8%	-1%	4%	6.0%	2%

Some of these compounds in order of count of non-hydrogen atoms, ascending:
SMILES	PhoP GFP inhibition	tuberculosis growth	H1N1 NS1A inhibition	inhibitors of VEEV	M. tuberculosis HTS	others
CCCSc1nsc(NC(=O)CC)n1	4%	19%	1%	7.6%	-1%
Cn1c(C(=O)N2CCC(C(N)=O)CC2)cc2c(=O)n(C)c3ccccc3c21	6%	-7%	-7%	i	-4%
CCCc1nc(SCC(=O)N2c3ccccc3CC2C)c2c(C)c(C)sc2n1 (stereo not given)	-8%	-11%	0%	?	-10%

Next section.
SMILES	PhoP GFP inhibition	tuberculosis growth	H1N1 NS1A inhibition	inhibitors of VEEV	M. tuberculosis HTS	others
CCOP(=O)(c1c(F)c(F)c(F)c(F)c1F)C(O)c1ccccc1 (stereo not given)	0%	-4%	5%	0.4%	-3%
Cc1cccnc1NC(=O)c1ccc(NS(=O)(=O)c2ccc3[nH]c(=O)[nH]c3c2)cc1	-4%	-8%	0%	1.6%	-1%
O=c1c(C=Nc2cccc(C(F)(F)F)c2)c[nH]n1-c1cccc(Cl)n1	8%	?	4%	2.2%	?
c1ccc(-c2[nH]c[n+](CC3CO3)c2-c2ccccc2)cc1 (stereo not given)	-8%	79%	.	.	5%
COc1ccc(N2CCN(C(=O)c3ccc4c(c3)OCO4)CC2)cc1	0%	10%	-3%	1.2%	0%
CC(=O)OCC1=C(C(=O)O)N2C(=O)C(NC(=O)Cn3nc(C(F)F)c(Cl)c3C)C2SC1 (stereo not given)	-4%	-7%	-10%	1.0%	-4%
Cc1onc(-c2ccccc2)c1C(=O)OCC(=O)Nc1ccc(C#N)cc1	.	47%	-5%	i	2%
O=C(Nc1nccs1)C1(c2ccc(Cl)cc2)CC1	4%	24%	-11%	4.4%	9%
CN(/C(=N\S(=O)(=O)c1ccccc1)C(F)(F)F)c1ccccc1	2%	-5%	-4%	i	-10%
Cc1c(Cl)c([N+](=O)[O-])nn1CC(=O)NCc1cccnc1	2%	-3%	-16%	2.4%	-7%
CCOc1ccc(OCc2cccc(C(=O)N3CCCC3)c2)cc1	6%	36%	-2%	i	-5%
CC(=O)Nc1ccc(S(=O)(=O)N2CCN(Cc3cccc([N+](=O)[O-])c3)CC2)cc1	13%	0%	.	0.3%	0%
COc1ccc(-c2c(-c3ccsc3)oc(=O)c3cc(OC)c(OC)cc23)cc1	.	21%	-6%	5.3%	?
COc1ccc(OC)c(NC(=O)CSc2nnnn2C2CCCC2)c1	.	.	4%	i	.
O=C1C=C(N(CCO)Cc2ccccc2)c2ccccc2C1=O	.	.	-2%	i	.
O=C(NCc1ccco1)C1CCN(S(=O)(=O)N2CCOCC2)CC1	2%	-16%	12%	2.7%	-7%
Cc1ccc(Cn2c(SCC(=O)Nc3cc(C)on3)nc3ccccc3c2=O)cc1	2%	7%	-2%	0.3%	-1%
O=C1C[C@@H]2c3c(cccc3CN1Cc1ccc(Cl)cc1)C[C@@H](O)[C@H]2O	.	.	0%	0.8%	.
CSc1nsc(SC)c1CO	7%	-14%	-27%	2.7%	5%
Cn1c(=O)[nH]c(=O)c2c1nc(N1CCN(C(=O)c3ccco3)CC1)n2CCCSc1ncccn1	.	.	-11%	0.8%	.
Cc1ccc(-n2nc(C(=O)c3ccccc3)n3c(=O)cc(-c4ccccc4)nc23)cc1	-12%	9%	11%	1.9%	4%
C#CCNCCS(=O)(=O)N(Cc1ccc(Br)cc1)[C@@H](C)C(=O)O	.	.	-5%	i	.
CCCNC(=O)c1ccc(N2CCC3(CC2)CC(c2ccccc2)=NO3)c([N+](=O)[O-])c1	-6%	43%	-6%	i	24%	inhibitors of VEEV 10K pilot screen=1.6
CCOc1ccc2nc(NC(=O)CSc3ccccc3)sc2c1	-9%	28%	5%	0.5%	42%
CC/C(C)=N/NS(=O)(=O)c1ccc(C)c([N+](=O)[O-])c1	10%	0%	2%	0.9%	0%
CCCCP(=O)(c1ccccn1)c1ccccn1	.	.	-13%	0.5%	.
Cc1cc(Cl)ccc1NC(=S)NCCC(c1ccccc1)c1ccccc1	-4%	66%	12%	6.1%	16%
COc1ccc(OC)c(C(=O)CSc2nnc(-c3cccnc3)n2C)c1	3%	14%	-4%	5.1%	-3%
O=C(NCC(c1ccco1)N1CCCC1)c1ccc(-n2cccn2)cc1 (stereo not given)	.	18%	1%	3.0%	-2%
CNC(=O)c1ccc2nc(NC(C)=O)sc2c1	9%	15%	5%	0.7%	4%
CC(C)(CNS(=O)(=O)c1ccc(Cl)cc1)N1CCCCC1	-3%	-17%	-7%	i	-5%
COCCNC(=O)CN(C(=O)Cn1nnc2ccccc21)c1cc(C)cc(C)c1	-5%	14%	-9%	0.9%	-1%
Brc1ccc(CSc2ccc3nnc(-c4cccnc4)n3n2)cc1	-15%	26%	-1%	6.5%	59%
O=C(NCCc1ccc(F)cc1)N1CCOCC1	-6%	67%	0%	5.3%	-11%
CC(=O)c1nnn(-c2cccc(C#N)c2)c1C	3%	-10%	8%	i	-10%
COc1ccccc1CN(C)CC(=O)Nc1ccc(Cl)cc1F	6%	70%	-8%	i	2%
Cc1ccc(OCC(=O)NS(=O)(=O)c2ccccc2)cc1	1%	-5%	-19%	0.9%	-6%
O=C(COC(=O)C1CCN(c2ccc(C(F)(F)F)cn2)CC1)NCCc1ccccc1	-2%	67%	-7%	1.1%	?
C/C(CCCO)=N/Nc1ccc([N+](=O)[O-])cc1[N+](=O)[O-]	-4%	1%	-1%	0.4%	24%

Of the compounds above, 9 have a furan ring, fused or not.
SMILES	PhoP GFP inhibition	tuberculosis growth	H1N1 NS1A inhibition	inhibitors of VEEV	M. tuberculosis HTS	others
Cc1cc(N2C(=O)C(O)=C(C(=O)c3ccco3)C2c2cccc(O)c2)no1 (stereo not given)	6%	15%	-3%	2.3%	4%
CCCCc1ccc(NC(=O)CSc2nnc(CNC(=O)c3ccco3)o2)cc1	1%	54%	-11%	1.3%	?
CS(=O)(=O)c1ccc2nc(NC(=O)c3ccco3)sc2c1	-7%	.	4%	1.3%	-11%
CCN(CC)S(=O)(=O)c1ccc2oc(C(=O)NCc3ccc(F)cc3)c(C)c2c1	2%	31%	4%	5.2%	5%
CNC(=O)c1ccccc1NC(=O)c1ccco1	-12%	-34%	-6%	i	-5%
CCOc1ccc(-c2cccc(NC(=O)c3ccco3)c2)nn1	6%	-6%	0%	9.1%	9%
O=C(NCc1ccco1)C1CCN(S(=O)(=O)N2CCOCC2)CC1	2%	-16%	12%	2.7%	-7%
Cn1c(=O)[nH]c(=O)c2c1nc(N1CCN(C(=O)c3ccco3)CC1)n2CCCSc1ncccn1	.	.	-11%	0.8%	.
O=C(NCC(c1ccco1)N1CCCC1)c1ccc(-n2cccn2)cc1 (stereo not given)	.	18%	1%	3.0%	-2%
